# Screening results from PubChem.
# NOD2 RIPK2 PPI = blocks binding of human NOD2 to RIPK2. O43353. CHO BLA complementation NOD2-RIPK2, CCF4 ratio. inhibition, % at 4.98 µM. 360,000 compounds, 0.38% hits. AID 624267; in the data active = inhibition above about 21%;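 also: 0% = vehicle only and 100% = reference blocker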
# COUP-TFII inh = inhibitors of human COUP-TFII (NR2F2) | P24468 | HEK293T NGFI-A luciferase reporter, luminescence | inhibition, % at 8.6 µM | 370,000 compounds, 0.7% hits;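 active = inhibition above a per-plate cutoff, mean inhibition of test wells between control levels plus 3 SD, cut at about 38% in these data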;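 also: cells cotransfected with COUP-TFII expression vector driving the NGFI-A reporter; 0% = median of COUP-TF2 test wells and 100% = reporter-only cells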
# TROY NFkB inh = TROY signaling inhibition | AID 1347056 | 360,000 compounds, 0.98% hits | inhibition, % at 10 µM | Q293 LMP1-TROYcd NF-kB luciferase reporter, 4 h;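 active = compounds whose plate-normalised and pattern-corrected inhibition of the luciferase reporter signal at the single screening dose is 50% or more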
# TWEAK-Fn14 inh = inhibitors of TWEAK-Fn14 interaction signaling | TWEAK-stimulated Fn14 reporter cells, luciferase luminescence, 8 h | 360,000 compounds, 2% hits | inhibition, % at 10 µM; in the data active = inhibition above about 50%
# NCOA3 inh = inhibitors of human steroid receptor coactivator 3 (SRC3); Q9Y6Q9; AID 588352; inhibition, % at 3.6 µM; 360,000 compounds, 0.17% hits; HEK293 GAL4-SRC3 luciferase reporter, luminescence;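 active = inhibition above a per-campaign cutoff, the mean of all compounds plus 3 SD, cut at about 60% in these data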;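 also: 0% = DMSO-treated cells and 100% = gossypol-treated cells at 36 µM; higher means less SRC3-driven luciferase light from the GAL4 reporter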
# LRH-1 inv ag = inverse agonists of human LRH-1 (NR5A2). inhibition, % at 3.6 µM. 360,000 compounds, 0.13% hits. HEK293T StAR-luciferase reporter, LRH-1 transfected, 24 h. O00482. AID 602396;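 active = inhibition above the mean inhibition of all tested compounds plus 3 SD, cut at about 73% in these data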;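 also: 0% = DMSO wells and 100% = reporter-only cells lacking LRH-1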
# LMP1 NFkB inh = inhibitors of Epstein-Barr LMP1-induced NF-kappaB reporter. LMP1-induced NF-kappaB luciferase reporter cells, luminescence. inhibition, % at 12.5 µM. 350,000 compounds, 0.69% hits; in the data active = inhibition above about 41%;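 also: 0% = neutral control wells and 100% = reference inhibitor control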
# TRAIL sens C8 = caspase-8 TRAIL sensitization. 360,000 compounds, 1% hits. NB7+C8 cells + TRAIL, ATPlite viability luminescence. AID 624354. inhibition (viability loss, TRAIL sensitization), % at 10 µM;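 active = compounds causing at least 50% loss of cell viability in the single-dose screen, relative to plate controls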
# TLR9-MyD88 inh = blocks human TLR9 binding to MyD88 | Q9NR96+Q99836 | CHO BLA complementation TLR9-MyD88, CCF4 FRET ratio | inhibition, % at 4.98 µM | 340,000 compounds, 0.21% hits;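 active = inhibition above the mean over all tested compounds plus 3 SD, cut at about 21% in these data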;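 also: 0% = DMSO only wells and 100% = clavulanate BLA inhibitor control wells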
# Target sequence (Q99836 whole entry, looked up): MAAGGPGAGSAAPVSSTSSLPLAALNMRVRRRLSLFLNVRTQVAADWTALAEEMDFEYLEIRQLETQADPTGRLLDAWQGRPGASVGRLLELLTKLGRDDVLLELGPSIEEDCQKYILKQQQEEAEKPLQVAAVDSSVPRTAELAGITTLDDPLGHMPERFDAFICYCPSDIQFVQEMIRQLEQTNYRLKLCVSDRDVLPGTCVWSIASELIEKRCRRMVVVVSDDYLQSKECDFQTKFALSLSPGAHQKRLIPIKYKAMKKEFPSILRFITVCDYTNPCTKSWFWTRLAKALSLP
# Target sequence (Q9NR96 whole entry, looked up): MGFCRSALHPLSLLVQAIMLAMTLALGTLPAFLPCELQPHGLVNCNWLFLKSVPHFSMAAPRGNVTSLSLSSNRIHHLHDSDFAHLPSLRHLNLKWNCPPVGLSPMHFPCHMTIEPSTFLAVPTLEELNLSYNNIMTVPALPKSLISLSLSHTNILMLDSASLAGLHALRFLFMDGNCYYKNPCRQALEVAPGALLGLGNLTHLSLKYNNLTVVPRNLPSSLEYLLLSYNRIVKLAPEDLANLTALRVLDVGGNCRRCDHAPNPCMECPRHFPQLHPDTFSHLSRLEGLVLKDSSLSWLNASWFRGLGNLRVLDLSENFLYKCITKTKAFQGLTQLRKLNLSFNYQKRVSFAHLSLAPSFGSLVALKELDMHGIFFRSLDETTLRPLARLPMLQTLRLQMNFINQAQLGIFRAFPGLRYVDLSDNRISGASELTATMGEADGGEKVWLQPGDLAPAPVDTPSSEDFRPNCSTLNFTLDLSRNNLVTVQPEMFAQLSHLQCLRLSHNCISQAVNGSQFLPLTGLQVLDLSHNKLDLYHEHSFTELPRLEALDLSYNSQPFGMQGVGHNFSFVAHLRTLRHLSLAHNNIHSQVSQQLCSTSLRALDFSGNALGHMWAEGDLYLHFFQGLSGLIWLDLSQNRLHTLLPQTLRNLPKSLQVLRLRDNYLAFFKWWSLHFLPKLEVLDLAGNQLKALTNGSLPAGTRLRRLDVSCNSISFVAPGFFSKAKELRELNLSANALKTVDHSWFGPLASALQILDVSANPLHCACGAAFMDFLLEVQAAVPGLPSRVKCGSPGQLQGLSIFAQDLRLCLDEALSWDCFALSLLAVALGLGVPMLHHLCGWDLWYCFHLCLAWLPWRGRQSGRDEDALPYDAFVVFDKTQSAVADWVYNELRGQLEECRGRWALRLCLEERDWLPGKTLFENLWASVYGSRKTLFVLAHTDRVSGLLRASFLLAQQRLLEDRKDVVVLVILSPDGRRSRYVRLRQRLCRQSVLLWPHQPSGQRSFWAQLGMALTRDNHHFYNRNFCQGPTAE
# NCOA1 inh = human NCOA1 inhibition; AID 588354; HEK293 GAL4-SRC1 luciferase reporter, luminescence; 360,000 compounds, 0.12% hits; inhibition, % at 3.6 µM; Q15788;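 active = inhibition above the campaign mean plus 3 SD, with each screening campaign given its own cutoff, cut at about 60% in these data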;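 also: 0% = DMSO treated cells and 100% = gossypol at 36 µM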
# NCOA2 inhibitor = inhibits human steroid receptor coactivator 2; Q15596; HEK293 GAL4-SRC2 luciferase reporter, luminescence; inhibition, % at 9 µM; 370,000 compounds, 0.17% hits; AID 651957;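 active = inhibition above the mean inhibition of all tested compounds plus 3 SD, set per campaign, cut at about 52% in these data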;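 also: 0% = DMSO treated cells and 100% = cells given Gossypol at 36 µM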
# * = called active by the depositor; nt = no result given; & = joins results of further samples. Some of the compounds tested; rates above refer to the full screens.
SMILES,NOD2 RIPK2 PPI,COUP-TFII inh,TROY NFkB inh,TWEAK-Fn14 inh,NCOA3 inh,LRH-1 inv ag,LMP1 NFkB inh,TRAIL sens C8,TLR9-MyD88 inh,NCOA1 inh,NCOA2 inhibitor
Cc1cc(C(=O)COC(=O)c2ccc3c(c2)OCO3)c(C)n1CC1CCCO1 (stereo unspecified),-3,9,77*,58*,-9,-23,-7,1,-13,-7,-23
COC(=O)C1=C(C)N(Cc2ccccc2)C(=NCC2CC2)N[C@H]1c1ccccc1,-1,-12,6,3,13,15,12,20,-6,-14,-14
C=CCN1C(=O)c2ccc(C(=O)OCC(=O)N(CC)C3CCS(=O)(=O)C3)cc2C1=O (stereo unspecified),0,9,22,-8,9,7,6,-6,4,0,18
O=C(COc1ccc(Br)cc1)Nc1ccc(C(=O)Nc2ccccc2C(=O)O)cc1,-6,-4,25,18,22,10,-7,23,-5,-2,-2
c1ccc(Cn2nnnc2CN2CCN(c3ncccn3)CC2)cc1,2,16,1,5,8,6,1,-18,10,3,-5
COc1ccc(CNC(=O)CCc2nnc3ccc(N4CCC5(CC4)OCCO5)nn23)cc1,0,0,7,16,15,-5,2,-3,-13,14,-9
Cc1ccccc1OCC(=O)Nc1nnc(C2CC2)s1,-5,-4,-11,-35,14,5,-5,0,-2,-35,-8
COc1ccc(C(=O)Nc2ccccc2C(N)=O)cc1,-3,-68,-45,-16,-53,-51,-9,52*,6,-81,-41
CCCCN1CC(O)=C(c2nc(-c3ccc(Cl)cc3)cs2)C1=N,4,-27,-11,-8,-2,0,-38,8,4,-29,-39
Cc1ccccc1-n1ncc2c1CC(C)(C)CC2NC(=O)C1=CC(=O)CC(C)(C)O1 (stereo unspecified),-8,2,-21,-8,6,-42,10,2,-17,12,5
Cn1c(CN2CCCC2)nc2cc(NC(=O)C3CCCCC3)ccc21,4,-1,-15,-41,-4,11,-5,0,-4,-3,-32
COc1ccc(CS(=O)(=O)c2ncn[nH]2)cc1,-1,2,-12,31,6,0,4,4,-5,-16,13
Cc1cccc(/C=N/n2c(C)nnc2C)c1,0,-12,5,12,7,-3,9,-5,-9,7,15
NCCCC[C@H]1CNC(=O)C(=O)N1CCc1cc(C(F)(F)F)cc(C(F)(F)F)c1,-7,2,1,5,-15,27,0,8,9,-10,-18
CC(C)(C)c1ccc(NC(=O)c2cc(C3CCCN(C(=O)CCc4ccccc4)C3)on2)cc1 (stereo unspecified),-10,-3,-8,-5,-7,-3,nt,9,nt,-2,15
CCOC(=O)C1CCCN(Cc2nc(C3CC3)no2)C1 (stereo unspecified),-5,8,7,-7,10,-19,-4,-9,5,3,2
COc1ccccc1N1CCN(C(=S)Nc2ccccc2)CC1,0&-3,1&9,19&26,-7&0,11&9,-4&-17,3,0&0,1,9&-4,3&-32
Cc1cccc(NC(=O)c2cc3ccccc3oc2=O)c1,-4,-34,24,53*,-93,-72,-12,28,-3,-137,-68
Cc1ccc(CN(CC(O)COc2cccc3[nH]cc(C)c23)C(C)(C)C)cc1 (stereo unspecified),-6,1,-2,-5,4,18,7,18,-1,7,-34
O=C(CSc1cccc[n+]1[O-])Nc1ccc2c(c1)OCCO2,-10,-29,-27,3,-16,2,-2,-9,5,-22,-37
COc1ccccc1NC(=O)CSc1nnc(COc2ccccc2OC)n1C,1,18,13,7,15,-4,-1,-12,-40,-16,7
NCCCNC(=O)c1ccc(/C=N/O)nc1,-10,-2,-1,1,18,11,-4,-2,0,-10,10
COc1cc(/C=N/OCC(=O)Nc2cc(C)on2)ccc1OCc1ccccc1,-16,-21,-50,-48,2,-3,-5,5,6,-23,-17
CC(C)CN1CCC(=O)N([C@H](COc2ccccc2)Cc2ccccc2)CC1,0,7,-16,-4,2,-11,-10,8,1,19,-6
O=C(c1ccc(-c2ccc(Cl)cc2)o1)N1CCN(S(=O)(=O)c2cccs2)CC1,-4,3,28,41,-2,-12,-4,8,10,-19,-19
# (listing goes on)
SMILES,NOD2 RIPK2 PPI,COUP-TFII inh,TROY NFkB inh,TWEAK-Fn14 inh,NCOA3 inh,LRH-1 inv ag,LMP1 NFkB inh,TRAIL sens C8,TLR9-MyD88 inh,NCOA1 inh,NCOA2 inhibitor
Cc1ccc2c(c1)C=CC(C)(C)S2=O (stereo unspecified),-2,-38,26,22,9,-25,15,-5,3,0,-1
CCC(Sc1nc(C)cc(=O)[nH]1)C(=O)Nc1nc2c(s1)CCCC2 (stereo unspecified),4,11,2,7,6,-6,-4,9,-3,-34,-39
CC/S(C)=N/S(=O)(=O)c1ccc(C)cc1 (stereo unspecified),1,26,19,-1,19,12,-1,18,-1,6,6
CCOC(=O)NC(NCc1ccccc1Cl)(C(F)(F)F)C(F)(F)F,-8,-4,0,3,-1,1,-4,-5,-8,7,9
C=C(C)CN1CCN(c2ccc(N3C(=O)CCCC3=O)cc2[N+](=O)[O-])CC1,0,-1,-9,-2,3,3,1,5,-4,13,-19
O=C(CCN1CCOCC1)NNC(=O)Nc1cccc(C(F)(F)F)c1,-2,-5,4,0,28,-8,-1,-10,2,-3,-10
COCCn1c(SCc2cc(C(C)=O)ccc2OC)nc2cc(Cl)ccc2c1=O,-11,14,-10,-24,11,17,-12,14,-6,10,-8
CCOCCOc1nc2c(c(=O)n(C)c(=O)n2C)n1CCc1ccccc1,-14,7,0,1,18,3,0,5,-1,2,-35
O=C(Nc1ccc(N2CCOCC2)cc1)C1CC(=O)N(c2ccc(Cl)cc2)C1 (stereo unspecified),-8,-19,11,11,13,11,3,-21,-3,4,12
CCC(C)N(CC(=O)Nc1cccc(C)c1C)C(=O)CCl (stereo unspecified),1,nt,8,60*,62*,42,37,97*,7,62*,nt
COC(=O)c1c(C(=O)OC)c(-c2ccc(C)cc2)n2c1CS(=O)C2 (stereo unspecified),4,2,-13,6,10,-10,-24,9,4,-3,3
CC(C(=O)NCc1cccs1)N1CCN(S(=O)(=O)c2ccc3c(c2)OCCCO3)CC1 (stereo unspecified),7,-3,-3,-5,8,3,-7,10,3,-2,6
O=C(O)C1C2CCC(C2)C1C(=O)NCc1ccccn1 (stereo unspecified),-3,6,6,3,3,-9,-3,0,1,-16,-25
O=C(NCc1ccc2c(c1)OCO2)C1CCC(=O)N1C1CCCC1 (stereo unspecified),6,9,-12,29,16,4,-4,-10,-6,0,9
C=CCNC(=O)c1ccc(-c2nc(-c3ccccc3)cs2)cc1,4,-12,-54,29,-60,-105,-31,10,-3,-60,-41
CC1(C)Nc2ccccc2C(=O)N1c1ccccc1,3,-22,-20,-9,-43,-24,62*,4,3,-35,-46
CC1CCCCN1S(=O)(=O)c1ccc(S(=O)(=O)N2CCN(C)CC2)cc1 (stereo unspecified),0,-6,1,17,-14,1,-13,-5,-19,-11,-9
COC(=O)c1cc(OC)c(OC)cc1NC(=S)N1CCCC1,-3,-12,3,11,2,5,-1,-9,10,13,-2
CN(CCO)CCC(=O)NC1(C)CS(=O)(=O)CC1S(=O)(=O)O (stereo unspecified),-10,20,4,27,-12,10,-2,-7,0,1,-11
COc1ccccc1CNC(=O)c1cccc(S(=O)(=O)N2CCN(c3ccc(F)cc3)CC2)c1,-5,4,20,12,7,20,-5,12,4,-8,-17
O=C(Nc1c2c(nc3ccccc13)CCCC2)c1ccccc1Cl,4,12,3,-25,5,16,-4,1,-21,9,-3
O=C(CCCOc1ccccc1)N1CCN(c2ccc(F)cc2)CC1,3,-35,-50,-1,-22,-15,-6,-12,2,-48,-53
CS(=O)(=O)n1nc(OC(=O)c2cccs2)cc1N,-2,-16,0,5,10,-9,1,-5,-15,7,17
Cc1onc(-c2ccccc2)c1C(=O)N/N=C/C(Br)=C/c1ccccc1,3,-14,33,20,-5,8,6,24,-6,4,12
Cc1ccccc1CSc1[nH]c(=O)ncc1C,-1,-2,16,-14,-5,0,8,20,7,-20,-3
# (listing goes on)
SMILES,NOD2 RIPK2 PPI,COUP-TFII inh,TROY NFkB inh,TWEAK-Fn14 inh,NCOA3 inh,LRH-1 inv ag,LMP1 NFkB inh,TRAIL sens C8,TLR9-MyD88 inh,NCOA1 inh,NCOA2 inhibitor
COc1ccccc1N1CCN(C(=O)CCc2c[nH]c3ccccc23)CC1,0,-6,-9,-1,11,-6,-9,1,-6,-6,-36
COc1nc(N)nc2nc[nH]c12,-15,-2,4,-14,7,4,0,-15,1,-20,11
Cc1cccc(-n2ccnc2SCC(=O)N2CCCc3ccccc32)c1C,10,-2,11,1,7,4,0,-9,-2,-38,14
COc1ccccc1CNc1nc(NC(C)C)nc2cc(-c3ccccc3)sc12,13,14,-44,11,-16,-5,nt,19,nt,-16,-3
O=C(NCc1ccco1)/C(=C/c1cccnc1)NC(=O)c1ccco1,-4,-13,-15,-9,-4,10,1,-11,3,4,0
Cc1sc2nc(CN3CCOCC3)[nH]c(=S)c2c1C,-5,13,0,5,12,0,-15,-7,-8,-21,-17
CCCN(CCC)CC(O)CN1C(=O)N(CN2C(=O)N(CC(O)CN(CCC)CCC)C(=O)C2(C)C)C(C)(C)C1=O (stereo unspecified),-9,-4,-6,9,-1,-4,-4,-6,4,-19,10
CC(C)C[C@H](NC(=O)C1(c2ccccc2)CCN(C(=O)[C@H]2CSCN2C(=O)OC(C)(C)C)CC1)C(=O)O,-7,-13,1,10,0,7,-11,5,-5,7,20
COc1ccc([C@@H]2CC=C(C(=O)O)[C@H](c3ccc(C)cc3)N2S(=O)(=O)c2ccc(C)cc2)cc1OC,-6,6,-10,-5,7,-12,4,-6,-7,-5,1
O=C(O)CCSc1nc2ccccc2c(=O)[nH]1,14,7,-10,12,11,-7,2,-5,-11,-19,7
CCC(c1nnnn1Cc1ccc(OC)cc1)N1CCN(c2ccc(OC)cc2)CC1 (stereo unspecified),-7,8,-2,-17,0,13,7,-1,2,-6,-1
CCCCOC(=O)/C=C/c1ccc(OC(=O)OC)c(OC(=O)OC)c1,14,-14,0,21,-59,-104,-15,20,-1,-32,14
CCCc1cc(=O)[nH]c(SCC(=O)N(CCC#N)c2ccc3c(c2)OCCO3)n1,-5,9,-3,15,20,-10,10,4,9,-24,-13
CC1Cc2cc(S(=O)(=O)NCc3ccccc3)ccc2N1C(=O)C1CC1 (stereo unspecified),-7,3,2,-8,-34,-9,-1,6,-1,-15,-20
CCSc1oc(-c2ccco2)nc1S(=O)(=O)c1ccccc1,-10,2,-8,13,3,4,-9,3,-8,4,-8
COCC(C)n1c(C)cc(C(=O)CN2C(=O)NC(Cc3c[nH]c4ccccc34)C2=O)c1C (stereo unspecified),-11,9,13,-2,-25,19,3,-2,0,-31,-20
COc1cc(C(=O)NCc2cn3ccsc3n2)cc(OC)c1OC,-15,8,-8,13,11,3,-7,-9,1,8,1

# Just NCOA3 inh, NCOA1 inh and TLR9-MyD88 inh, for some of the entries so far:
molecule	NCOA3 inh	NCOA1 inh	TLR9-MyD88 inh
COc1cc(C(=O)NCc2cn3ccsc3n2)cc(OC)c1OC	11	8	1
COc1ccccc1N1CCN(C(=O)CCc2c[nH]c3ccccc23)CC1	11	-6	-6
COc1nc(N)nc2nc[nH]c12	7	-20	1
CCCN(CCC)CC(O)CN1C(=O)N(CN2C(=O)N(CC(O)CN(CCC)CCC)C(=O)C2(C)C)C(C)(C)C1=O (stereo unspecified)	-1	-19	4
